Pol beta inh = DNA polymerase beta (human) inhibition; Pol beta primer extension/strand displacement, fluorescence kinetic; Potency, µM (top dose mostly 114 µM), for inactives: at the top dose activity change, negative = inhibition, hits mostly inhibitors; 340,000 tested, 1.3% active; AID 485314; note: % is set by controls: 0 for no effect and ±100 for the full control effect
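Reaction started by 50 nM substrate onto compound-treated Pol beta (10 nM, 15 min preincubation, room temperature); plates read at 0 min and 10 min. Normalized concentration-effect data fitted by four-parameter Hill equation.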
Pol iota inh = blocks human DNA polymerase iota activity | Pol iota fluorescent replication assay, 10 min | 390,000 tested, 1% active | Q9UNA4 | Potency, µM (doses to about 115 µM), for inactives: top-dose activity, negative = inhibition, most hits filed as inhibitors
Target sequence (Q9UNA4 whole entry, looked up): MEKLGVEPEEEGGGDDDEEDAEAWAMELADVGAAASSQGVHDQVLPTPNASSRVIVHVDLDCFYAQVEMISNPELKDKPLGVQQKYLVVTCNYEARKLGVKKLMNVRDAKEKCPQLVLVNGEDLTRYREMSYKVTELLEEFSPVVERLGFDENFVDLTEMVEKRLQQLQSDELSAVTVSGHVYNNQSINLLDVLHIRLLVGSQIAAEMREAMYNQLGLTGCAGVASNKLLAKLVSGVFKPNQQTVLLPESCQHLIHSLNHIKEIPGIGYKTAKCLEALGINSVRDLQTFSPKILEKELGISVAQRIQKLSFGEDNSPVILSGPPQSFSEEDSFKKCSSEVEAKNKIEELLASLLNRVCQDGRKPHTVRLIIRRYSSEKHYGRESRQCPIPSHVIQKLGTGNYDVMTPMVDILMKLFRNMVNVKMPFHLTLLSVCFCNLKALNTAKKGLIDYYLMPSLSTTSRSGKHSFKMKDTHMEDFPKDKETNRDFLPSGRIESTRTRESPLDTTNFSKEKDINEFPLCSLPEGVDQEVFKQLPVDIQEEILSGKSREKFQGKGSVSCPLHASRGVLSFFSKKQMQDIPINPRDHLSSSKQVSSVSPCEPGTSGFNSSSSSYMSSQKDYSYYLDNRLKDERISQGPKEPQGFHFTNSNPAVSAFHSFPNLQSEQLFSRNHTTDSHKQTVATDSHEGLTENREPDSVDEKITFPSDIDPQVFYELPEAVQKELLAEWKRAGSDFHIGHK
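Pol iota at 10 nM preincubated 15 min with compounds at room temperature; reaction started with fluorescent substrate, 50 nM final. Fluorescence read kinetically at 0 and 10 min; buffer-only wells as negative control.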
BLM helicase inh = blocks DNA unwinding by human BLM helicase; recombinant BLM DNA unwinding, fluorescence dequenching; 350,000 tested, 0.2% active; P54132; AID 2528; Potency, µM (series often up to 56.1 µM), inactives show top-dose activity change, negative = inhibition, actives largely listed as inhibitors;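 note: plate controls were vehicle for no effect and no enzyme for full effect; nearly all actives have a fitted effect of over 35% in size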
G9a block = blocks human histone lysine methyltransferase G9a; G9a H3K9 monomethylation, AlphaScreen, 2 h; Potency, µM (highest dose often 102 µM), for inactives: top-dose activity, negative = inhibition, hits mostly inhibitors; 350,000 tested, 8.8% active; AID 504332; note: % is set by controls: 0 for no effect and ±100 for the full control effect; nearly all actives have a fitted effect of over 75% in size
Target sequence (Q96KQ7 913-1193 limits assumed): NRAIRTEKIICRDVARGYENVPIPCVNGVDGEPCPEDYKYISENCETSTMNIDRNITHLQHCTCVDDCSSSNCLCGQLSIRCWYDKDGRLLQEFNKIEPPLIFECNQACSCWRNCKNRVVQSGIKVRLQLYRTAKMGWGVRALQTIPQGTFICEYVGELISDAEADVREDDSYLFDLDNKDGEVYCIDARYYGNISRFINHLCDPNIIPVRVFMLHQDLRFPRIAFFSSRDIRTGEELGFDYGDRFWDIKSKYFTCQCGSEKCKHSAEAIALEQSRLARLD
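AlphaScreen read-out: biotin-H3K9 peptide (500 nM) methylation by 20 nM enzyme with 20 uM SAM, 2 h at room temperature after 15 min compound preincubation; anti-monomethyl H3K9 antibody plus donor/acceptor beads, 10 min dark.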
Pol kappa inh = DNA polymerase kappa (human) inhibition; Q9UBT6; purified Pol kappa, fluorescent DNA synthesis assay, 10 min; Potency, µM (series often up to 107 µM), inactives show at the highest dose activity, negative = inhibition, hits mostly inhibitors; 400,000 tested, 0.53% active; AID 588579; note: % is set by controls: 0 for no effect and ±100 for the full control effect
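50 nM final substrate added after 15 min RT preincubation of 10 nM Pol kappa with compound; fluorescence read at 0 and 10 min.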
JMJD2A Tudor inh = JMJD2A Tudor domain (human) inhibition | Potency, µM (top dose mostly 114 µM), without a hit: top-dose activity change, negative = inhibition, hits mostly inhibitors | 390,000 tested, 4.4% active | AlphaScreen JMJD2A-Tudor / H3K4me3 peptide binding | O75164 | AID 504339; note: % is set by controls: 0 for no effect and ±100 for the full control effect; nearly all actives have a fitted effect of over 50% in size
BAZ2B block = BAZ2B (human) inhibition; 360,000 tested, 4.4% active; AlphaScreen BAZ2B-H3K14Ac peptide displacement; Q9UIF8; AID 504333; Potency, µM (titrated, usually from 114 µM), for inactives: top-dose activity change, negative = inhibition, actives largely listed as inhibitors; note: % is set by controls: 0 for no effect and ±100 for the full control effect; nearly all actives have a fitted effect of over 60% in size
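BAZ2B (50 nM) with biotin-H3(5-23)K14Ac peptide (50 nM) in PBS pH 7.4, 0.01% Tween-20, preformed 30 min, then compound 30 min at room temperature; top concentration 110uM. AlphaScreen streptavidin donor/nickel chelate acceptor beads (10 ug/mL final), 20 min dark, signal read.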
APE1 inh = inhibitors of human APE1 endonuclease; 350,000 tested, 0.35% active; recombinant APE1, TAMRA/BHQ-2 abasic DNA cleavage fluorescence; AID 2517; Potency, µM (top dose mostly 65.8 µM), without a hit: at the top dose activity change, negative = inhibition, usual class: inhibitors;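 note: plate controls were vehicle for no effect and reference inhibitor for full effect; nearly all actives have a fitted effect of over 55% in size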
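Incision of a quenched TAMRA/BHQ-2 THF abasic-site duplex (50 nM) by 0.75 nM APE1, after 15 min compound preincubation, measured as fluorescence increase over three 60 s reads. Values normalized to buffer, DMSO and NSC13755 control wells.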
Pol eta inh = blocks human DNA polymerase eta activity | Q9Y253 | recombinant Pol eta, fluorescent DNA replication assay | Potency, µM (series often up to 114 µM), for the others: top-dose activity change, negative = inhibition, usual class: inhibitors | 390,000 tested, 1.2% active; note: % is set by controls: 0 for no effect and ±100 for the full control effect
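Pol eta (10 nM) was preincubated with compounds for 15 min at room temperature, after which fluorescent replication substrate (50 nM final) was added to start the reaction. Fluorescence was read kinetically at 0 and 10 min.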
The depositor's hits bear a star; ? = inconclusive; · = no result given; & = joins results of further samples; [ ] = remark or other dose. Calls come from the whole dose curve; as a rule, active = well fitted curve in the direction sought with a large enough effect; inconclusive = small, poorly fitted or top-dose-only effect, or another doubt; inactive = no such curve, though single readings can be large; an effect the other way counts as inactive or inconclusive. Potency is the fitted concentration of half-maximal effect. A portion of the library; count on the stated rates, not on these rows.

SMILES	Pol beta inh	Pol iota inh	BLM helicase inh	G9a block	Pol kappa inh	JMJD2A Tudor inh	BAZ2B block	APE1 inh	Pol eta inh
Cc1cccc(C)c1NC(=O)NCCc1c[nH]c2ccccc12	46%	-16%	-2%	-3%[59 µM]	-15%	-21%	?	·	-9%
CCOC(=O)c1ccc(Nc2cnc3ccccc3n2)cc1	-21%	174%[activator]	-9%	65%[activator][12.7 µM]	-5%	-4%	-17%	4%	-19%
O=C(C1CCN(c2nnc(N3CCCC3=O)s2)CC1)N1CCN(Cc2ccc3c(c2)OCO3)CC1	-1%	?	-10%	10%[59 µM]	-18%	-28%	-2%	0%	?
CCNc1nc(SCC(=O)Nc2ccc(Cl)c(Cl)c2)nc(N(C)C)n1	14%	9%	-6%	?	-2%	-4%	-8%	-2%	-2%
O=C(Nc1cccc(C(=O)N2CCCCC2)c1)c1ccc(Cl)cc1	0%	-24%	-4%	12%	-11%	-11%	-7%	13%	-2%
Cc1cccn2c(=O)c3cc(C(=O)NCCN4CCOCC4)n(Cc4ccccc4)c3nc12	-3%	·	-1%	-32%	·	·	4%	4%	·
CCOC(=O)c1cc(-c2ccccc2)sc1NC(=O)C(C)OC(=O)c1cccnc1OCC (stereo not given)	-9%	42%	-8%	26%[59 µM]	-9%	26%	1%	6%	-16%
O=C(Cn1c(=O)ccc2cc(S(=O)(=O)N3CCCC3)ccc21)NCc1ccc(Cl)cc1	10%	6%	3%	3%[59 µM]	-5%[60.1 µM]	-13%	3%	·	-17%
COc1ccccc1NC(=O)CN1CCCN(S(=O)(=O)c2ccc(Br)cc2)CC1	-14%	-20%	-11%	-5%[59 µM]	-10%	-19%	-20%	·	-15%
CN(C(=O)CSc1nc2ccccc2o1)C1CCS(=O)(=O)C1 (stereo not given)	·	35%[activator]	·	-5%[2.33 µM]	-21%	-10%	7%	8%	-6%
Cc1ccc(-n2ncc3c(SCC(N)=O)ncnc32)cc1C	6%	50%[activator]	-2%	·	3%	-6%	-6%	25%	-11%
CC(C)c1ccc2oc(-c3ccc(N)cc3)nc2c1	0%	?	-10%	1%	-13%	-22%	-2%	1%	-11%
CCOC(=O)c1cc(NC(=O)c2ccoc2C)cc(C(=O)OCC)c1	0%	35%	-9%	?	-1%	-31%	-5%	-3%	-11%
O=C(CSc1nc2ccccc2[nH]1)N/N=C/C=C/c1ccccc1[N+](=O)[O-]	22%	8%	-7%	-4%[59 µM]	-3%	-29%	-32%	-2%	-9%
CC(C)CC(c1nnnn1Cc1cccs1)N1CCN(c2nc3ccccc3s2)CC1 (stereo not given)	-3%	11%	-10%	0%[59 µM]	-11%	-15%	-10%	8%	-8%
C=CCn1c(SCc2c(F)c(F)c(F)c(F)c2F)nc(O)cc1=O	18%	23%	-13%	26%[59 µM]	-9%	-14%	-4%	2%	-17%
CCOCCCn1cnc2c(c1=O)c1nc3ccccc3nc1n2-c1ccc(C)cc1	-1%	9%	0%	-21%	-14%	-8%	?	0%	-4%
CCN1CCCC1CNS(=O)(=O)c1ccc(C(=O)Nc2ccccc2)cc1 (stereo not given)	-1%	0%	3%	?	0%	-19%	-2%	0%	-14%
COc1ccccc1/C=C1\S/C(=N/NC(=O)c2cccc(Br)c2)NC1=O	-27%	6%	-9%	4%[59 µM]	-22%	-28%[57.1 µM]	-28%	-1%	40µM*
Cc1cc(C)c(C#N)c(SCC(=O)N(C)C2CCCCC2)n1	10%	34%[activator]	1%	-2%[59 µM]	-7%	-10%	-1%	-2%	-1%
CCOC(=O)CN1C(=O)S/C(=C\c2ccc(-c3cccc(C(=O)O)c3C)o2)C1=O	·	?	·	·	-20%	-2%	·	·	?
COCCNC(=O)c1c[nH]c2ccc(S(=O)(=O)N3CCc4ccccc43)cc2c1=O	1%	73%[activator]	-1%	?	-14%	-7%	11%	?	-17%
O=C1CC(N2CCN(S(=O)(=O)c3cccc(C(F)(F)F)c3)CC2)C(=O)N1Cc1ccccc1 (stereo not given)	5%	20%	-4%	11%[59 µM]	-17%	-3%	·	-2%	-15%
CCOc1ccc(OCc2cccc(C(=O)N/N=C/c3cccnc3)c2)cc1	5%	115%[activator]	-1%	15%[59 µM]	-2%	-7%	-4%	2%	-11%
COc1ccc(C2CC(=O)Nc3ccccc3S2(=O)=O)cc1OC (stereo not given)	?	?	2%	-5%[2.33 µM]	?	-18%	24%	?	?

Further results follow.
SMILES	Pol beta inh	Pol iota inh	BLM helicase inh	G9a block	Pol kappa inh	JMJD2A Tudor inh	BAZ2B block	APE1 inh	Pol eta inh
COCCCN1C(=O)CS/C1=N\S(=O)(=O)c1ccccc1	-2%	54%[activator]	-2%	-2%	2%	-23%	-12%	-6%	-11%
Cc1ccc(CNC(=O)CS(=O)(=O)Cc2nc(-c3ccccc3C)oc2C)cc1	16%	3%	-1%	-4%[59 µM]	2%	7%	-14%	·	-15%
O=C1CN(S(=O)(=O)c2ccccc2)c2ccccc2N1	?	28%	-11%	·	2%	-6%	-11%	35%[activator]	5%
CCC(=O)N1c2ccccc2C(N(C(C)=O)c2ccccc2)CC1C (stereo not given)	-10%	15%	0%	20%[59 µM]	-1%	0%	-4%	13%	10%
Cc1ccc(-n2cccc2/C=C2/NC(=O)N(CC(=O)Nc3cccc(C)c3)C2=O)cc1	?	143%[activator]	-3%	?	-1%	-12%	?	-4%	-16%
CN1CCN(c2ccc(NC(=O)c3ccc(-c4cccc([N+](=O)[O-])c4)o3)cc2)CC1	4%	80%[activator]	4%	?	-8%	?	45µM*	8%	-30%
Oc1ccccc1OCC(O)c1ccccc1 (stereo not given)	4%	111%[activator]	-3%	14%	-9%	-11%	-13%	54%[activator]	-19%
CCOC(=O)CSc1nnc(CNC(=O)c2ccco2)n1C	27%	6%[58.9 µM]	-2%	-34%	-6%	-11%	-2%	18%	-5%
O=S(=O)(c1ccc2ccccc2c1)N1CCCCCC1	-27%	90%[activator]	-5%	·	4%	-4%[11.4 µM]	-4%	8%	-8%
CCc1nc(C)ccc1OCC(=O)O	8%	2%	2%	-29%[12.7 µM]	-8%	-6%	-2%	4%	-13%
COc1cccc(NC(=O)CSc2nc(-c3ccccc3)nc3c2Cc2cc(Cl)ccc2O3)c1	-2%	-25%	-1%	4%[59 µM]	-16%	-15%	-2%	·	-16%
COC(=O)c1onc(-c2c(OC)cc(OC)cc2OC)c1C(=O)OC	33%	12%	-4%	?	-5%	3%	0%	-4%	-23%
Cc1ccc(CCCOC(=O)C[N+]2(C)CCOCC2)cc1	-1%	-20%	-1%	10µM*	14%	35µM*	-20%	6%	-9%
O=C(COC(=O)c1ccc(O)cc1)Nc1ccccc1[N+](=O)[O-]	0%	116%[activator]	-2%	?	-11%	-26%	?	-2%	-2%
Cc1c(C(=O)N2CCCCC2)c(S(=O)(=O)N2c3ccccc3CC2C)c(C)n1C (stereo not given)	2%	4%	-1%	11%[59 µM]	5%	-33%	-29%	71%[activator]	-20%
CC(C)Cn1cnc2c1c(=O)n(CC(=O)N(C)C)c(=O)n2Cc1ccccc1	12%	95%[activator]	-1%	7%	-13%	-2%	-20%	4%	6%
O=C1c2ccccc2C(=O)N1CCc1csc(NNc2nc(CCN3C(=O)c4ccccc4C3=O)cs2)n1	25µM*	?	-22%	?	89µM*	?	35µM*	?	?
S=C(c1ccc(-c2ccc(Cl)cc2Cl)o1)N1CCCCC1	1%	33%[activator]	-4%	?	-14%	?	22µM*	9%	-15%
Cc1nc(NC(=O)/C=C/c2ccccc2)n[nH]1	33%	45%[activator]	1%	19%[59 µM]	-9%	-16%	-6%	-4%	-1%
CC1(C)CC(=O)C2=C(C1)NC1=C(C(=O)c3ccccc31)C2c1ccc(Cl)cc1 (stereo not given)	-11%	14%	-9%	?	-17%	16µM*	11µM*	8%	-14%
CCOc1ccc(C(C)C)cc1S(=O)(=O)N1CCOCC1	15%	48%[activator]	-11%	-6%	2%	14%	3%	12%	-18%
O=C(CC1C(=O)OCCN1Cc1ccccc1)Nc1cccc(C(F)(F)F)c1 (stereo not given)	2%	1%	-6%	-60%[59 µM]	-12%	-10%	-13%	·	-5%
Cc1ccc2nc(N/C(=N/S(=O)(=O)c3cccs3)c3ccccc3Cl)sc2c1	8%	115%[activator]	-2%	?	-3%	-7%	·	-5%	-25%
CC(=O)NC(c1cc(Cl)c2cccnc2c1O)C(C)C (stereo not given)	·	15%	·	9%[12.7 µM]	-3%	?	79µM*	9%&-2%	-4%
COc1ccc(C(=O)Nc2ccc(C)cc2C(=O)c2ccccc2)cc1	36%	-3%	-6%	-1%[59 µM]	-2%	-25%	-10%	-3%	-14%
CC1(C)CC(=O)c2cn3c(nc2C1)nc1ccccc13	76%[activator]	0%	-3%	-36%[12.7 µM]	-17%	-23%[57.1 µM]	-12%	11%	12%
CC(C)C(NC(=O)c1c(F)cccc1F)C(=O)N1CCN(c2ccccc2F)CC1 (stereo not given)	-15%	31%[activator]	-5%	3%	-7%	-9%	-13%	10%	6%
CCCOc1ccc(-c2nc(C#N)c(N3CCc4ccccc4C3)o2)cc1	20%	7%	-2%	?	-9%	-33%	?	3%	-7%

Entries listed so far that have bromine, in the order listed:
SMILES	Pol beta inh	Pol iota inh	BLM helicase inh	G9a block	Pol kappa inh	JMJD2A Tudor inh	BAZ2B block	APE1 inh	Pol eta inh
COc1ccccc1NC(=O)CN1CCCN(S(=O)(=O)c2ccc(Br)cc2)CC1	-14%	-20%	-11%	-5%[59 µM]	-10%	-19%	-20%	·	-15%
COc1ccccc1/C=C1\S/C(=N/NC(=O)c2cccc(Br)c2)NC1=O	-27%	6%	-9%	4%[59 µM]	-22%	-28%[57.1 µM]	-28%	-1%	40µM*

Sorted by length of the SMILES (low to high): some entries from above
SMILES	Pol beta inh	Pol iota inh	BLM helicase inh	G9a block	Pol kappa inh	JMJD2A Tudor inh	BAZ2B block	APE1 inh	Pol eta inh
Oc1ccccc1OCC(O)c1ccccc1 (stereo not given)	4%	111%[activator]	-3%	14%	-9%	-11%	-13%	54%[activator]	-19%
COc1ccc(C(=O)Nc2ccc(C)cc2C(=O)c2ccccc2)cc1	36%	-3%	-6%	-1%[59 µM]	-2%	-25%	-10%	-3%	-14%
CC1(C)CC(=O)C2=C(C1)NC1=C(C(=O)c3ccccc31)C2c1ccc(Cl)cc1 (stereo not given)	-11%	14%	-9%	?	-17%	16µM*	11µM*	8%	-14%

Screening data deposited in PubChem BioAssay by National Center for Advancing Translational Sciences (NCATS).
